C1s block – blocks human complement C1s protease activity | mean inhibition % of two 10-compound mixtures (hits give high values), % at 5 µM (by protocol) | P09871 | 0.16% of 62,000 active | purified C1s, fluorogenic AMC substrate, pooled mixtures;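 active means inhibition above 20% in each of the two 10-compound mixture wells holding the compound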;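 further: 0% = enzyme wells lacking compound mixture and 100% = no-enzyme blank wells; some compounds called inactive have numbers as strong as hits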
FXIa mix inh – factor XIa (human) inhibition, mixture screen; purified FXIa, fluorogenic substrate, pooled mixtures; inhibition, % at 5 µM; 0.19% of 62,000 active;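 further: each value is inhibition by a whole ten-compound pool holding the compound; 0% = enzyme with no mixture and 100% = wells lacking enzyme; strong numbers were not always called active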
CatL inh – inhibitors of human cathepsin L. P07711. purified cathepsin L, fluorogenic substrate, fluorescence. inhibition, %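 (tested at 10 µM)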. 0.17% of 58,000 active. AID 460; in the data active means inhibition above about 45%;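 further: 0% = enzyme with no compound and 100% = no enzyme blank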
Cathepsin G inh – cathepsin G (human) inhibition; inhibition, % at 5 µM (by protocol); purified enzyme, AMC-tetrapeptide fluorescence, pooled mixtures; 0.2% of 62,000 active; AID 581;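 active means inhibition above 20% in each of the two mixture wells holding the compound; inactive means inhibition of 20% or less in either well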;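 further: 0% = enzyme control without mixture and 100% = blank lacking enzyme; strong numbers were not always called active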
Target sequence (P08311 21-244 limits assumed): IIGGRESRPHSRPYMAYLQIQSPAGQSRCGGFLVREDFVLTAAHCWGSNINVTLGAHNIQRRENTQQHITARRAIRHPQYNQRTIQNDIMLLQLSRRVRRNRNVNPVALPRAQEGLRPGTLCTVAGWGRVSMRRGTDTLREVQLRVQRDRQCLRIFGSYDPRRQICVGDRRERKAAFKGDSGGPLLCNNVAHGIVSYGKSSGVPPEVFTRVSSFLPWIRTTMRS
FXIIa mix inh – inhibitors of human coagulation factor XIIa, pooled mixtures | inhibition, % at 5 µM | 0.2% of 62,000 active | purified FXIIa, fluorogenic substrate;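 further: 0% = enzyme without compound and 100% = no enzyme blank; some results filed as inactive read as strong as hits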
Target sequence (P00748 20-372 limits assumed): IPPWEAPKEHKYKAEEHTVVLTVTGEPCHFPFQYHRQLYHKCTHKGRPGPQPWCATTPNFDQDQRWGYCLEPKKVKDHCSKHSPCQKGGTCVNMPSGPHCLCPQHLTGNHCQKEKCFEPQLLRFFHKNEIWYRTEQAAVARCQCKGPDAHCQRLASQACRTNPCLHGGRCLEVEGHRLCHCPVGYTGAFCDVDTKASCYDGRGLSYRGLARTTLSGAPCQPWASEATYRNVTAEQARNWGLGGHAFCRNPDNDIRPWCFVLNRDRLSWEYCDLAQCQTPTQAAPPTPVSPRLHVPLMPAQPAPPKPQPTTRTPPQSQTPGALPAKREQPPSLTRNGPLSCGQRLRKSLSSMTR
Target sequence (P00748 373-615 limits assumed): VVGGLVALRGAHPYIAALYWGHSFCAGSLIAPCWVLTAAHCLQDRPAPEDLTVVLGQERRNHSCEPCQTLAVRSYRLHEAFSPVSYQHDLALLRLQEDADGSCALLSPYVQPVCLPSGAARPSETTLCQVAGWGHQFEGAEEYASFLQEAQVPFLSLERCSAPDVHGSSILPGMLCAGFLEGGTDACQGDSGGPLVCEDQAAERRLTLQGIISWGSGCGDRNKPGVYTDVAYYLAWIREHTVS
CatS inh – human cathepsin S inhibition. recombinant cathepsin S, AMC dipeptide fluorescence, pooled mixtures. inhibition, %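 (tested at 5 µM per compound within 10-compound mixtures)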. 0.06% of 62,000 active. AID 501; in the data active means inhibition above about 32%, passing the limit was not always enough;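 further: 0% = enzyme without compound and 100% = blank without enzyme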
Target sequence (P25774 115-331 limits assumed): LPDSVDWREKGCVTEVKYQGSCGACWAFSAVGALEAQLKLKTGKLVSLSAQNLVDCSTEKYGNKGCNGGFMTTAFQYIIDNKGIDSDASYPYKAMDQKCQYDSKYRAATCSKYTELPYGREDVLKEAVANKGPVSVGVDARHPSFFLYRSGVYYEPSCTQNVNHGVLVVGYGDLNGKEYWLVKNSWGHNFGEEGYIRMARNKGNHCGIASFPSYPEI
A340 absorber – absorbance at 340 nm. AID 708. 65,000 tested, under 10 active. fold change at 10 µM. compound absorbance at 340 nm, fold over control;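 active means at 10 µM dose, initial 340 nm absorbance at least 2 fold that of control wells; inactive means change under 2 fold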;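 further: initial absorbance extrapolated from kinetic A340 decline of NADH oxidation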
CatB mixtures – human cathepsin B inhibition by mixtures | P07858 | inhibition, %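 (ten-compound pools at 5 µM per compound and 50 µM total)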 | Purified cathepsin B, AMC dipeptide fluorescence, compound mixtures | 0.06% of 62,000 active; in the data active means inhibition above about 22%, passing the limit was not always enough;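 further: 0% = enzyme without compound and 100% = no enzyme blank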
CatB block – blocks human cathepsin B protease activity; inhibition, %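 (tested at 10 µM)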; 0.1% of 63,000 active; AID 453; purified cathepsin B, fluorogenic substrate, fluorescence; P07858; in the data active means inhibition above about 21%;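 further: 0% = enzyme with no compound and 100% = no enzyme blank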
An asterisk follows results filed as active; . = no result given; & = joins results of further samples. Unless noted, no stated cut-off is given here; in the data, active means inhibition above about 20% (passing the limit was not always enough); inactive means the rest. A portion of the library; rates above refer to the full screens.

SMILES | C1s block | FXIa mix inh | CatL inh | Cathepsin G inh | FXIIa mix inh | CatS inh | A340 absorber | CatB mixtures | CatB block
COc1cccc(C2C3=C(CCCC3=O)Nc3nc4ccccc4n32)c1OC (stereo not given) | -62 | 2 | -47 | -18 | -15 | 1 | 1.1 | -3 | 3
CCCc1cc(=O)n2[nH]c(-c3cc(OC)c(OC)c(OC)c3)nc2n1 | -7 | 3 | 0 | -2 | 1 | -4 | 1.1 | 1 | 3
COCCOc1ccc(C(F)(F)F)cc1NC(=O)COC(=O)c1c(C)noc1C | -2 | 2 | 1 | -5 | 6 | 11 | 1.1 | 5 | 8
CN(Cc1ccccc1)C(=O)C1CCN(Cc2ccc(F)cc2)CC1 | 3 | 10 | -5 | 5 | 4 | 0 | 1 | -2 | 0
CCN1C(=O)c2cccc3c(NS(=O)(=O)c4ccc(NC(C)=O)cc4)ccc1c23 | -2 | -5 | -5 | 3 | 2 | 12 | 1.1 | -5 | -3
CCOC(=O)Cc1nc2ccccc2[nH]1 | 8 | 4 | 2 | 1 | 8 | -3 | 1 | 8 | .
COc1cc(C2C(C(=O)c3ccc(C)o3)=C(O)C(=O)N2c2cc(C)on2)ccc1O (stereo not given) | -11 | 3 | -3 | 0 | 2 | -5 | 1.1 | 2 | 2
COC(=O)c1ccccc1NC(=O)C1CC(=O)N(c2ccc(F)cc2)C1 (stereo not given) | 12 | 7 | 6 | 13 | 0 | 17 | 0.97 | 4 | 1
CCNC(=O)CP(=O)(c1ccccc1)c1ccccc1 | 10 | 3 | . | 9 | -2 | -1 | 1 | 6 | .
Cc1ccccc1-c1noc(N)c1C#N | 8 | 4 | 6 | 3 | 6 | 4 | 0.99 | 5 | 3
CCOC(=O)CSc1nc2c(c(-c3ccc(C)o3)c1C#N)CCCC2 | 4 | -2 | -3 | 11 | 4 | -13 | 1 | -9 | 1
CCOc1cccc(NC(=O)C(Cc2cccs2)c2nn[nH]n2)c1 (stereo not given) | 19 | 6 | -5 | 13 | 9 | -4 | 0.99 | 1 | 5
O=C1c2ccccc2C(=O)N1CCc1nc2ccccc2c(=O)n1-c1ccccn1 | -29 | -11 | 10 | -24 | 6 | 4 | 1.1 | 0 | 7
CC(C)C(c1nnnn1Cc1ccccc1)N1CCC(C(N)=O)CC1 (stereo not given) | 1 | -4 | 4 | 7 | 6 | 1 | 1 | -2 | 0
O=C1C(=O)N(CCCN2CCOCC2)C(c2cccs2)/C1=C(/O)c1ccc2c(c1)OCO2 (stereo not given) | 18 | 2 | 11 | 11 | 13 | -1 | 1.1 | -1 | 3
O=C(NCC1CCCO1)c1cccc(N2C(=O)C3C4C=CC(C4)C3C2=O)c1 (stereo not given) | -3 | 2 | 2 | 9 | 2 | 2 | 0.97 | -8 | -1
CC(C)CCC(CCN1CCOCC1)c1ccc2c(c1)OCO2 (stereo not given) | 17 | 7 | 7 | 12 | 8 | -3 | 1 | 4 | 0
O=C(O)c1cc(-c2ccccc2)nc2ccccc12 | -2 | 1 | -1 | 13 | 12 | 6 | 1&1 | -11 | 0
COc1ccc(C(CC(=O)O)NC(=O)COc2ccccc2OC)cc1OC (stereo not given) | 0 | 12 | 19 | 2 | 13 | 8 | 1 | -3 | 3
Cc1ccc2nc(NC3=NCN(Cc4cccnc4)CN3)nc(C)c2c1 | 9 | 7 | 6 | 6 | 5 | -3 | 1 | 1 | 5
CCN1CCCC1CNS(=O)(=O)c1cc(Br)cc2c1N(C(=O)C1CC1)CC2 (stereo not given) | 2 | 2 | 9 | 1 | 7 | 9 | 1 | -3 | -2
Cc1cc2cc(CNC(=O)c3ccc(Br)o3)ccc2n1C | -5 | 1 | -1 | 10 | 6 | 1 | 1.1 | 3 | 7
NC(=O)c1nn(-c2ccccc2)nc1N | -27 | -9 | -145 | -14 | -4 | 3 | 1.1 | -4 | 7
Fc1ccc(C2CC(c3ccccc3)n3ncnc3N2)cc1 (stereo not given) | 9 | 5 | 17 | 14 | 1 | 4 | 1 | 4 | 2
CC(C)CCNC(=O)C(c1cccs1)N(CC1CCCO1)C(=O)Cn1nnc2ccccc21 (stereo not given) | 4 | 9 | 0 | 4 | -3 | 17 | 0.96 | 11 | 2

Some of the entries above in a different format:
Cc1cc2cc(CNC(=O)c3ccc(Br)o3)ccc2n1C
  C1s block: -5
  FXIa mix inh: 1
  CatL inh: -1
  Cathepsin G inh: 10
  FXIIa mix inh: 6
  CatS inh: 1
  A340 absorber: 1.1
  CatB mixtures: 3
  CatB block: 7

COc1cccc(C2C3=C(CCCC3=O)Nc3nc4ccccc4n32)c1OC (stereo not given)
  C1s block: -62
  FXIa mix inh: 2
  CatL inh: -47
  Cathepsin G inh: -18
  FXIIa mix inh: -15
  CatS inh: 1
  A340 absorber: 1.1
  CatB mixtures: -3
  CatB block: 3

(continued)
SMILES | C1s block | FXIa mix inh | CatL inh | Cathepsin G inh | FXIIa mix inh | CatS inh | A340 absorber | CatB mixtures | CatB block
O=C(CNS(=O)(=O)c1ccc(F)cc1)N1CCN(c2ccc(F)cc2)CC1 | -5 | 5 | 8 | -3 | -20 | 19 | 1 | 0 | 2
CCOC(=O)c1oc2ccc(S(=O)(=O)N3CCOCC3)cc2c1C | -38 | -9 | 5 | 4 | 2 | -6 | 1 | -1 | 0
O=C(CNC(=O)c1ccco1)NCC(=O)OCc1ccccc1Br | -32 | 4 | -2 | -2 | -1 | -1 | 1 | 1 | 3
CCOc1ccc(Br)cc1/C=N/O | -3 | 4 | . | -3 | -20 | -6 | 1 | 5 | -3
COc1ccc(CCNC(=O)CC2COc3ccccc3O2)cc1OC (stereo not given) | -9 | 6 | 5 | 4 | 6 | 10 | 0.99 | -3 | -2
Cc1ccc(N2CC(C(=O)NCc3ccccn3)CC2=O)cc1 (stereo not given) | 6 | 8 | -19 | 1 | -22 | -3 | 1 | 4 | -6
O=c1[nH]c(=O)n(C2CCCCCC2)c(O)c1C=NCc1ccc(F)cc1 | 0 | 8 | -2 | -1 | 3 | 1 | 1 | 14 | -5
Cc1ccc(-c2nc(CS(=O)(=O)CC(=O)N3CC(C)CC(C)C3)c(C)o2)cc1 (stereo not given) | 17 | 3 | 20 | 14 | 14 | 9 | 1 | 6 | 7
CCSc1ccccc1C(=O)NCc1ccc2c(c1)OCO2 | 13 | 3 | 8 | 11 | -4 | 10 | 1.1 | 0 | 4
O=S(=O)(c1ccccc1)N1CCN(C2CCCCCCC2)CC1 | -8 | -3 | 3 | -4 | -26 | 30 | 1 | 1 | 0
CCOC(=O)Cn1c(=O)oc2cc(S(=O)(=O)NC3CCCc4ccccc43)ccc21 (stereo not given) | 12 | 10 | . | 11 | 5 | 2 | 1.1 | 3 | 3
CN1CC(=O)N(C)c2nc(Br)n(C)c2C1=O | -19 | -6 | -2 | -10 | -39 | 13 | 1 | 7 | 9
COc1ccc(CNc2cc(C)ccc2C)c(OC)c1OC | -6 | 2 | -4 | 8 | 0 | 1 | 1 | -2 | 1
CC1CC(C)CN(Cc2nc3c(c(=O)n(C)c(=O)n3C)n2Cc2ccccc2Cl)C1 (stereo not given) | -19 | -7 | 0 | -14 | 8 | -2 | 0.99 | 1 | 0
Cc1ccccc1OCC(=O)NCCC(=O)O | -1 | 10 | . | -2 | -2 | 17 | 1.1 | 2 | 8
COc1ccc(Nc2cc(=O)n(C3CCCCC3)c(=O)[nH]2)c(OC)c1 | -6 | -19 | 7 | -2 | -21 | -2 | 1 | 2 | -6
CC(C)OC(=O)CSc1nnc(-c2ccccn2)n1C | -25 | 7 | . | 1 | 1 | -3 | 1 | 5 | -3
Cc1cc(C(=O)CN2C(=O)NC3(CCCCC3)C2=O)c(C)n1Cc1ccc2c(c1)OCO2 | -9 | 0 | 7 | 8 | 0 | -11 | 1 | 2 | 2
CCCc1cc(=O)n2[nH]c(-c3ccc(Br)cc3)cc2n1 | 12 | -2 | 5 | 12 | -1 | 8 | 0.99 | 5 | -1
O=C(NCc1cccc(Cl)c1)c1cccnc1 | 4 | 3 | 26 | 8 | -12 | 4 | 1 | -1 | 3
CCOC(=O)N1CCN(C(=O)N2CCOCC2)CC1 | -22 | -3 | 0 | 1 | 3 | 8 | 0.99 | 3 | -5
CC1=CC=CN2CC(O)CN=C12 (stereo not given) | -81 | 2 | 8 | 6 | 8 | -17 | 1 | 0 | 4
Cc1nn(C)cc1C1C2=C(CC(C)(C)CC2=O)OC2=C1C(=O)CC(C)(C)C2 | -8 | 7 | -4 | 7 | 2 | -8 | 0.99 | 5 | 3
CCC(=O)N1CCN=C1SCc1ccc(Cl)cc1 | -3 | 3 | 3 | 3 | -1 | -6 | 0.99 | -4 | -2
CCOc1ccc(NC(=O)CS(=O)CC(=O)NC2CCCc3ccccc32)cc1 (stereo not given) | -23 | 3 | -2 | -12 | -16 | -6 | 1 | 0 | 1
Next structures.
SMILES | C1s block | FXIa mix inh | CatL inh | Cathepsin G inh | FXIIa mix inh | CatS inh | A340 absorber | CatB mixtures | CatB block
Cc1c(C(=O)N2CCOCC2)sc(NC(=O)c2ccc3c(c2)OCO3)c1C#N | -8 | 19 | 0 | 3 | -21 | 7 | 1.2 | 9 | -1
O=C(Nc1cccnc1)C1CCCN1S(=O)(=O)c1ccc(Cl)c(Cl)c1 (stereo not given) | -4 | 0 | 19 | 6 | -21 | 4 | 1.1 | -2 | 7
Cc1cc(C(=O)Nc2cnn(Cc3ccc(Cl)cc3Cl)c2)no1 | 12 | 9 | 14 | 8 | 4 | -3 | 0.98 | 3 | 5
Cc1ccc(C2CC(c3ccccc3OC(F)F)Nc3ncnn32)cc1 (stereo not given) | -6 | 5 | 6 | 0 | 3 | 3 | 1 | 6 | -2
O=c1c2ccccc2oc2nc(-c3ccco3)n(Cc3ccccc3)c(=O)c12 | 6 | 9 | -9 | 0 | -1 | -2 | 1.2 | 6 | -2
CCOc1cc2[nH]c(=O)n(CCCC(=O)NCc3ccco3)c(=O)c2cc1OCC | 3 | -3 | 11 | 3 | 8 | 8 | 1 | -1 | 0
COc1ccc2c(c1)c1nnc(SCC(=O)N3C(C)CCCC3C)nc1n2C (stereo not given) | -16 | -5 | 10 | -4 | 4 | -10 | 1.1 | -1 | 7
COc1cc(C(=O)N2CCC(NC(=O)C(Cc3ccc(C)cc3)NC(C)=O)CC2)cc(OC)c1OC (stereo not given) | 2 | 2 | -19 | 42 | -9 | -14 | 0.98 | -6 | 0
O=C(c1cc(Cl)cc(Cl)c1)N1CCOCC1 | 14 | 8 | -7 | 9 | -1 | -6 | 1 | 3 | 3
CCNc1nc(Oc2ccc(=O)n(-c3ccccc3)n2)nc(N2CCOCC2)n1 | 1 | 0 | 11 | 6 | 4 | -1 | 1 | 1 | 3
Cc1cc(C(=O)OCC(=O)c2c(N)n(C)c(=O)n(C)c2=O)c(C)n1-c1ccccc1 | -8 | 4 | 1 | -3 | 2 | -5 | 1 | -2 | 3
Cc1ccc2c(c1)c(C)c(C)n2CC(O)Cn1nnc2ccccc21 (stereo not given) | 13 | 4 | 0 | 8 | -1 | 46 | 1 | 1 | 0
COc1ccc(CCNc2cc(=O)[nH]c(N)n2)cc1 | -6 | -3 | -4 | -4 | 12 | 0 | 1 | -2 | -1
COC(=O)c1ccccc1NC(=O)Nc1ccc(C(=O)N2CCCC2)cc1 | -2 | -1 | 6 | 8 | -18 | -5 | 1.1 | 5 | 2
COc1ccc(-c2nnc3sc(COc4ccc(C)cc4)nn23)cc1 | 2 | 2 | -12 | -1 | 1 | -6 | 1.1 | 3 | -4
CCOC(=O)c1cccc(NC(=O)CSc2nnc(COc3ccccc3C)o2)c1 | 6 | 0 | 18 | -2 | 7 | 2 | 1 | 0 | -3
Cn1c(=O)c2c(-c3ccccc3)n(Cc3cccnc3)cc2n(C)c1=O | 18 | 8 | 11 | 14 | 7 | -4 | 1 | 3 | -1

Taken from above:
`Cc1ccc2c(c1)c(C)c(C)n2CC(O)Cn1nnc2ccccc21` (stereo not given) in Cathepsin G inh → 8
`COc1ccc(CCNc2cc(=O)[nH]c(N)n2)cc1` in C1s block → -6
`Cc1c(C(=O)N2CCOCC2)sc(NC(=O)c2ccc3c(c2)OCO3)c1C#N` in FXIIa mix inh → -21
`Cc1cc(C(=O)Nc2cnn(Cc3ccc(Cl)cc3Cl)c2)no1` in Cathepsin G inh → 8

Compound activity from PubChem BioAssay.
